AID inh: activation induced cytidine deaminase inhibition | Potency, µM (titrated, usually from 115 µM), for the others: at the highest dose activity change, negative = inhibition, usual class: inhibitors | AID 1347428 | AID deamination FRET fluorescence, UDG-coupled, 4 h | Q9GZX7 | hit rate 0.32% among 91,000; further: nearly all actives have a fitted effect of over 25% in size
Target sequence (Q9GZX7 whole entry, looked up): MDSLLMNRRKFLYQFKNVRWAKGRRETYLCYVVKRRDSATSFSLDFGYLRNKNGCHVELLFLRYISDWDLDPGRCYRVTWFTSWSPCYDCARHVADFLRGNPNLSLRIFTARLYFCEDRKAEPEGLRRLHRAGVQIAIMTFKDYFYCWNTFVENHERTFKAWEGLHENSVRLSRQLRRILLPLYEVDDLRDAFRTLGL
UDG counter: counter-screen for AID inhibitors: uracil-DNA glycosylase inhibition; FRET deamination/UDG coupled assay, UDG read, 4 h; Potency, µM (doses to about 115 µM), for the others: at the top dose activity change, negative = inhibition, usual class: inhibitors; hit rate 0.14% among 91,000; further: nearly all actives have a fitted effect of over 65% in size
An asterisk follows results filed as active; ? = inconclusive; [ ] = dose if it differs, or a comment. The call rests on the fitted dose curve; in most records, active means well fitted curve in the direction sought with a large enough effect; inconclusive means small, poorly fitted or top-dose-only effect, or another doubt; inactive means no such curve, though single readings can be large; an effect the other way counts as inactive or inconclusive. On the % scale 0 is the no-effect control and ±100 the full control effect; potency means the concentration at half of the fitted maximal effect. These rows are one share of the data (hit frequency here may not be typical).

SMILES | AID inh | UDG counter
COc1cccc(C2C(C(=O)Nc3ccc(C)cc3C)=C(C)Nc3nc4ccccc4n32)c1OC (stereo not drawn) | 7% | -6%
CCCCNC(=O)COC(=O)c1cc(C)nc2ccccc12 | -8% | 6%
CCOC(=O)c1c(N)n(-c2ccc(C)c(Cl)c2)c2nc3ccccc3nc12 | 79%[activator] | 9%
CC(OC(=O)c1ccc2c(c1)NC(=O)CS2)C(=O)Nc1ccc(C(N)=O)cc1 (stereo not drawn) | 3% | -3%
CCOC(=O)c1cccc(NC(=O)c2ccc3nc(CCc4ccccc4)oc3c2)c1 | 13% | -4%
COc1ccc(OC)c(C2C=C(C(=O)O)Nc3c(C(=O)Nc4ccccc4OC)cnn32)c1 (stereo not drawn) | -4% | -4%
O=C1CC(c2nc(-c3ccccc3)no2)CN1c1ccc2c(c1)OCCO2 (stereo not drawn) | -7% | 17%
COc1ccccc1/C=C/C(=O)c1cc(F)ccc1OC(=O)c1ccccc1Br | -29% | -17%
CCOc1ccc(CNC(=O)c2cc(=O)[nH]c3ccc(S(=O)(=O)N4CCCCC4)cc23)cc1 | 4% | 1%
COC(=O)c1scc(-c2ccc(C)cc2)c1S(=O)(=O)N1CCN(c2cccc(OC)c2)CC1 | 17% | 17%
COc1ccc(OC)c(-n2c3c(cc(-c4nc(-c5ccc(Cl)cc5)cs4)c2=O)C(=O)CC(C)(C)C3)c1 | 2% | 19%
COc1cc(Cl)c(C)cc1NC(=O)c1nn(C)c2c1CSc1ccccc1-2 | 5% | -3%[57.5 µM]
Cc1cc(NC(=O)Cn2c(=O)n(-c3ccc(C)c(C)c3)c(=O)c3sccc32)no1 | -5% | -6%
CCCOC(=O)c1ccccc1OC(=O)c1ccc(Cl)cc1Cl | 4% | 9%
O=C(/C=C/c1ccccc1Cl)Nc1ccccc1-c1ccccc1 | -17% | -9%
Cc1ccc(Cn2c(=O)n(Cc3ccccc3Cl)c(=O)c3cccnc32)cc1 | -5% | 4%
C/C(=N/Nc1ccc(S(N)(=O)=O)cc1[N+](=O)[O-])c1ccccc1F | -7% | -4%
CCCC(=O)Nc1cc(-c2nnc3c4ccccc4c(C)nn23)ccc1C | 8% | 1%
Cc1cc(C(=O)CSc2nnc(CN3CCCC3)n2-c2ccccc2)c(C)n1CC(F)(F)F | 2% | 5%
Cc1ccc(CN2C(=O)C(O)(CC(=O)c3c(C)n[nH]c3C)c3ccccc32)cc1 (stereo not drawn) | -4% | 2%
Cc1ccccc1CNC(=O)c1cccn2c(=O)c3ccccc3nc12 | 53%[activator] | 20%
CCCn1c(=N)c(C(=O)NC2CCCC2)cc2c(=O)n3cc(C)ccc3nc21 | 3% | 1%
CCC1=Nc2cc(C(=O)NCC(C)c3ccccc3)ccc2Sc2ccc(C)cc21 (stereo not drawn) | -17% | -6%
Cc1cc2nc(CSc3ccc(NC(=O)C(C)(C)C)cc3)c(=O)[nH]c2cc1C | -14% | ?
CCc1ccc(CN(Cc2ccco2)C(=O)COc2ccc(Cl)c(C)c2)cc1 | ? | 0%[57.5 µM]
N#Cc1ccccc1OCC(=O)NNC(=O)C1COc2ccccc2O1 (stereo not drawn) | 1% | 3%
CC(OC(=O)c1c[nH]c2ccccc12)C(=O)Nc1ccc(C(N)=O)cc1 (stereo not drawn) | -3% | -5%
CCN(Cc1ccccc1)C(=O)c1cc2ccc3cccnc3c2[nH]1 | ? | ?
CCOC(=O)/C=c1/s/c(=C/c2cccc(Cl)c2)c(=O)n1Cc1ccc(C(=O)OC)cc1 | -10% | -12%
CNC(=O)c1ccc(OCc2nnc(C(C)(C)C)o2)cc1 | 1% | -1%
Cc1cc(C)c(NC(=O)CC2(C(=O)O)CCCCC2)c(C)c1 | -7% | 0%
CCCCCc1ccc(-c2ccc(C3CCC(CCC)C(C)C3)cc2)nc1 (stereo not drawn) | 2% | -1%
CC(C)(CC(=O)OCC(=O)Nc1ccccc1F)CC1=NS(=O)(=O)c2ccccc2N1 | 16% | 4%
O=C(O)CCCNS(=O)(=O)c1ccc(Cl)c(Cl)c1 | 4% | 2%
CCOc1ccccc1NC(=O)Cn1nnc2sc(-c3ccccc3)cc2c1=O | 67%[activator] | 11%
Cc1[nH]c2ccccc2c1C(c1cccc(O)c1)c1c(C)[nH]c2ccccc12 | 48%[activator] | -1%
COc1ccc(NC(=O)Cn2cnc3ccc(S(=O)(=O)N4CCC(C)CC4)cc3c2=O)cc1OC | 63%[activator] | -3%
Cc1ccc(Nc2cc(C)c(C#N)c3nc4ccccc4n23)cc1Cl | -14%[57.5 µM] | -13%[57.5 µM]
C=CCNC(=O)c1ccc(CNC(N)=O)cc1 | -1% | 0%
CC(=O)c1cccc(NC(=O)CCS(=O)(=O)c2cc(Br)cc3c2N(C(=O)C2CC2)CC3)c1 | 22% | 8%
COc1ccc(-c2c(C)oc3cc(OC(=O)c4ccccc4)ccc3c2=O)cc1OC | -6% | 5%
CC(C)CCN(C(=O)CN1c2ccccc2CC1C)c1c(N)n(Cc2ccccc2)c(=O)[nH]c1=O (stereo not drawn) | -1% | 6%
CC1=C(C(=O)OCC2CCCCC2)C(c2c(F)cccc2Cl)CC(=O)N1 (stereo not drawn) | 22% | 10%
COc1ccc(-n2ncc(C(=O)NCc3ccccc3)c2C2CCN(C(=O)OC(C)(C)C)CC2)cc1 | -29% | 38%[activator]
COc1ccc(-c2ccc(CCC(=O)NC3CCCCC3)o2)cc1 | -4% | -13%
COc1cccc(OCCCCn2c(-c3ccc(Cl)cc3)nc3ccccc3c2=O)c1 | 2% | -4%
COc1ccc(OC)c(CNS(=O)(=O)c2ccc3[nH]c4c(c3c2)CCCCC4)c1 | -6% | -1%
C/C(=N/Nc1cc(C)c2ccccc2n1)c1ccc([N+](=O)[O-])cc1 | 19% | 6%
CCOc1ccccc1NC(=O)Cn1nnc(C(=O)NCc2cccs2)c1N | 10% | 7%
O=C(CCc1nc2cccnc2n1Cc1ccccc1)NCc1cccc(Cl)c1 | 4% | -23%
Continuation:
SMILES | AID inh | UDG counter
O=c1c2ccccc2nc(/C=C/c2cccc3ccccc23)n1-c1ccc(F)cc1F | -2% | ?
N#Cc1ccc(CNC(=O)CCc2ccsc2)cc1 | -3% | -3%
Cc1ccc2nc(-c3cccnc3)cc(C(=O)NCc3cccs3)c2c1 | 1% | 2%
COC(=O)CNC(=O)c1ccc(C)cc1C | 0% | -4%
N#C/C(=C\c1ccc(-c2ccccc2)o1)c1ccccc1 | -15% | -15%
O=[N+]([O-])c1ccc(Br)c2ccncc12 | -1% | -11%
CN(CC(=O)NC(=O)NCc1ccccc1)C1CCCc2ccccc21 (stereo not drawn) | 11% | -5%
Nc1nccc(-c2cccc([N+](=O)[O-])c2)n1 | -12% | -10%
Cc1ccccc1CNCCCSc1nnnn1C | 3% | 5%
C=CCNC(=S)NNC(=O)OCC | -3% | -6%
COc1ccc(NC(=O)C(=O)NCCc2ccc(OC)c(OC)c2)c(OC)c1 | -3%[57.5 µM] | -2%[57.5 µM]
Cc1cccc(COc2ccc(CNC(=O)c3nccnc3N)cc2)c1 | -17% | -4%
Cc1cc(C(=O)N2CCCCC2)cs1 | 6% | -3%
Cc1ccc(CNC(=O)C2CCN(c3nc4ccccc4n(C)c3=O)CC2)cc1 | 7% | 5%
CC(=O)Nc1ccc(S(=O)(=O)NC2(C(F)(F)F)C(=O)Nc3c2c(=O)[nH]c(=O)n3-c2ccc(C)cc2)cc1 (stereo not drawn) | -13%[57.5 µM] | -4%[57.5 µM]
Cc1ccccc1Nc1c2c(nc3ccccc13)CCCC2 | -15% | -7%
CC(C)(C)NC(=S)N1CCn2cccc2C1c1ccc(F)cc1 (stereo not drawn) | -1% | -3%
O=C(CN1C(=O)C2(SCC(=O)N2c2cccc(F)c2)c2ccccc21)NCCc1ccccc1 (stereo not drawn) | ? | -6%
Cc1ccc(N2NC3(CCC(C)CC3)NC2=S)cc1 (stereo not drawn) | -1% | 6%
Nc1nccnc1C(=O)NCCc1ccsc1 | -3% | -9%
COc1ccc(-c2nc3nc(C)cc(Nc4cccc(C(F)(F)F)c4)n3n2)cc1 | 0% | -2%
O=C1CC(c2ccccc2)c2c(n3ncnc3[nH]c2=O)N1 (stereo not drawn) | 5% | 3%
Cc1c(NC(=O)c2cc(=O)c3cc(Cl)ccc3o2)c(=O)n(-c2ccccc2)n1C | 24%[57.5 µM] | 1%[57.5 µM]
COC(=O)c1[nH]c2ccc(F)cc2c1NC(=O)CCN1CCCC(C)(C)C1 | -7% | ?
Cc1cc(C)cc(NC(=O)NCCc2c(C)nn(C)c2C)c1 | 11% | ?
Cc1[nH]c2ccccc2c1CC(=O)NCc1cn2ccccc2n1 | -2% | 2%
COc1cccc(N2CCN(c3ncnc4c3c(-c3ccccc3)cn4-c3ccc(F)cc3)CC2)c1 | -27% | 0%[57.5 µM]
Cc1ccc(C)c(C(=O)NC(C)C2CC3CCC2C3)c1 (stereo not drawn) | -2% | -4%
CC1(C)C/C(=N/O)C=CO1 | 1% | -1%
Cc1ccc(NC(=O)c2ccc(=O)n(CC(=O)Nc3ccccc3)n2)cc1 | 7% | 5%
CC(OC(=O)/C=C/c1cccc2cccnc12)C(=O)NC1(C#N)CCCCC1 (stereo not drawn) | 1% | 0%
Cc1ccccc1Cn1cnc2nc3c(cc2c1=O)CC(C)CC3 (stereo not drawn) | 21% | -24%
CCOc1ccccc1NC(=O)C1=C(C)Nc2ncnn2C1c1cccs1 (stereo not drawn) | 12% | -8%
Cc1noc(-c2ccc(NCc3ccccc3)c([N+](=O)[O-])c2)n1 | 12% | -8%
c1ccc(N2CCN(c3ncnc4[nH]ncc34)CC2)cc1 | -11% | -3%
CCCCn1c(NCc2c[nH]c3ccccc23)nc2ccccc21 | -3% | 3%
O=C(O)C(=O)/C(=C/c1cccs1)c1ccc2ccccc2n1 | 42%[activator] | 6%
Cc1cccc(C)c1NC(=O)CCC(=O)N1Cc2ccccc2Oc2ncccc21 | -14% | -7%
CC(C)c1ccc(C(=O)O)s1 | -1% | 0%
C=C(C)CNC(=S)N/N=C(/C)c1ccc(C)o1 | -4% | 2%

Sorted by SMILES length (highest first): part of the list above.
SMILES | AID inh | UDG counter
Cc1noc(-c2ccc(NCc3ccccc3)c([N+](=O)[O-])c2)n1 | 12% | -8%
Cc1ccccc1Cn1cnc2nc3c(cc2c1=O)CC(C)CC3 (stereo not drawn) | 21% | -24%
C=C(C)CNC(=S)N/N=C(/C)c1ccc(C)o1 | -4% | 2%

The listing picks up; the two compounds before the break are reprinted first.
SMILES | AID inh | UDG counter
CC(C)c1ccc(C(=O)O)s1 | -1% | 0%
C=C(C)CNC(=S)N/N=C(/C)c1ccc(C)o1 | -4% | 2%
CC(C)C(=O)Nc1ccc2c(C(C(=O)O)N3CCN(Cc4ccccc4)CC3)c[nH]c2c1 (stereo not drawn) | -4% | -6%
Cc1ccc2c(C(=O)O)cc(-c3ccccn3)nc2c1C | -1% | 2%
Cc1ccc(CN(C(=O)COc2c(C)cccc2C)C2CCS(=O)(=O)C2)o1 (stereo not drawn) | -16% | -11%
Cc1sc(/N=C/c2cccc3ccccc23)c(C#N)c1C | 1% | 9%
CC(C)NC(=O)C(=O)N1CCN(c2nc(-c3ccco3)c3c(c2C#N)CCCC3)CC1 | -20% | -9%
O=C(CSc1nnc2ccccn12)N1CCN(Cc2cccc(Cl)c2)CC1 | 0% | -6%
CCOc1ccc(N2C(=O)c3[nH]nc(-c4ccccc4)c3C2c2ccc(O)c(OC)c2)cc1 (stereo not drawn) | ? | ?
CC(C)C(=O)N1c2nc(-c3ccco3)nn2C2(CCCCC2)[C@@H]2CCCC[C@@H]21 | 10% | 7%[57.5 µM]
Cc1ccc(C)c(-c2nn(CC(=O)NCC(F)(F)F)c(=O)c3ccccc23)c1 | -1% | -4%
Cc1noc(C)c1S(=O)(=O)N1CCCC(C(=O)Nc2ccc(C(C)C)cc2)C1 (stereo not drawn) | 3% | -5%

Reprinted at random: seven compounds from above, in no set order.
SMILES | AID inh | UDG counter
Cc1ccc(N2NC3(CCC(C)CC3)NC2=S)cc1 (stereo not drawn) | -1% | 6%
CC(C)(C)NC(=S)N1CCn2cccc2C1c1ccc(F)cc1 (stereo not drawn) | -1% | -3%
CC(C)c1ccc(C(=O)O)s1 | -1% | 0%
CC(OC(=O)c1c[nH]c2ccccc12)C(=O)Nc1ccc(C(N)=O)cc1 (stereo not drawn) | -3% | -5%
Cc1ccc(Nc2cc(C)c(C#N)c3nc4ccccc4n23)cc1Cl | -14%[57.5 µM] | -13%[57.5 µM]
COc1ccc(NC(=O)Cn2cnc3ccc(S(=O)(=O)N4CCC(C)CC4)cc3c2=O)cc1OC | 63%[activator] | -3%
COC(=O)CNC(=O)c1ccc(C)cc1C | 0% | -4%

(next part)
SMILES | AID inh | UDG counter
O=C(NCCc1cccc2cccnc12)c1ccc2c(c1)CCCC2 | -9% | 0%
CCOc1ccc(Br)cc1C1C(C#N)=C(N)Oc2cc3c(cc21)OCO3 (stereo not drawn) | -10% | 0%
Cc1ccc2oc(C(=O)N3CCC(c4nc5ccccc5s4)CC3)c(C)c2c1 | ? | -24%[57.5 µM]
Cc1cc(C)c2oc(C(=O)Nc3ccc(S(=O)(=O)N4CCCCC4)cc3)cc(=O)c2c1 | 2% | -23%[57.5 µM]
O=C(CCc1ncc(-c2ccc(F)cc2)o1)N1CCC(n2cccc2)CC1 | -6% | -4%
COc1ccc(NS(=O)(=O)c2cc3c(cc2C)N(C(C)=O)CCO3)cc1 | 7% | -4%
C=CCNC(=O)N(C)CC(=O)Nc1c(C)cccc1C | 3% | 0%
CN(C)CCN(CC(=O)OC(C)(C)C)C(=O)CCCNC(=O)c1ccccc1 | 7% | 12%
CCC1CN(S(=O)(=O)c2cc(-c3onc(C)c3C)ccc2C)c2cc(Cl)ccc2O1 (stereo not drawn) | ? | -5%
